# High-throughput results (PubChem)
# MC4R ag barr: MC4R agonists recruiting beta-arrestin, primary screen, cell-based, luminescence, agonist arm of biased-ligand search; Melanocortin receptor 4 (Homo sapiens), P32245; U2OS MC4R beta-arrestin complementation; percent of melanotan II response, DMSO zero; activation, % at 8.9 µM; 360,000 compounds, 0.98% hits;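 active = activation above a per-plate cutoff, the mean activation of sample wells on that plate plus 3 SD, cut at about 8% in these data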
# Target sequence (P32245 whole entry, looked up): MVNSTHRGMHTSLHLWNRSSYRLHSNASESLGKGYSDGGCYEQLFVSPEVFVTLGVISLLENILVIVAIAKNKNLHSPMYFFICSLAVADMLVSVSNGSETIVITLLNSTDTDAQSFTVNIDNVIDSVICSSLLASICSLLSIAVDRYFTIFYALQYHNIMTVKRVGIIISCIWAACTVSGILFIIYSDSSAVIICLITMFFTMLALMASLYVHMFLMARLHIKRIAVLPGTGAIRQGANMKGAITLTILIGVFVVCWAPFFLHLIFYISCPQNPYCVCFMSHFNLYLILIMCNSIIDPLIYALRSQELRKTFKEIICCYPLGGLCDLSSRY
# m5-HT2A agonist: mouse Htr2a agonists via beta-arrestin recruitment, primary screen, cell-based, luminescence; CHO-K1 mHTR2A beta-arrestin complementation; percent of 30 µM serotonin response; 360,000 compounds, 0.66% hits; 5-hydroxytryptamine receptor 2A (Mus musculus), P35363; AID 624169, 2012; activation, % at 7.6 µM;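 active = activation above a run cutoff, the mean activation of all tested compounds plus 3 SD, cut at about 14% in these data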;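 note: 0% = plate median of compound wells and 100% = 30 µM serotonin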
# NCOA2 inhibitor: inhibition of GAL4-SRC2 driven luciferase reporter, primary screen, SRC2 inhibitor project, cell-based, luminescence. Nuclear receptor coactivator 2 (Homo sapiens), Q15596. inhibition, % at 9 µM. HEK293 GAL4-SRC2 luciferase reporter. 370,000 compounds, 0.17% hits;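 active = inhibition above the mean inhibition of all tested compounds plus 3 SD, set per campaign, cut at about 52% in these data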;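 note: 0% = DMSO treated cells and 100% = cells given Gossypol at 36 µM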
# H9c2 protect: cardioprotection against H2O2-induced cell death, primary screen, uHTS, H9c2 cells, ATPLite luminescence | H9c2 cardiomyocytes, H2O2 injury protection, 2 h | protection from H2O2 cell death, % at 20 µM | 360,000 compounds, 0.63% hits | AID 588492, 2011;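 active = compounds giving at least 50% protection of heart cells from peroxide-induced death in the single-dose screen, raw or plate-pattern-corrected value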;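 note: 0% = DMSO wells with peroxide and 100% = DMSO wells without peroxide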
# ABCB6 inh 2: ABCB6 transporter inhibitors, primary screen, K562-ABCB6 cells, flow cytometry, MLPCN library | ATP-binding cassette sub-family B member 6 (Homo sapiens), Q9NP58 | K562-ABCB6 porphyrin accumulation, 1 h; hits give low values | fluorescence ratio to DMSO, % at 10 µM | 360,000 compounds, 0.19% hits | AID 602162, 2011;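 active = fluorescence ratio to DMSO below 75%, the collection mean minus 3 SD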;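 note: signal is porphyrin accumulated inside mitochondria; 100% equals median channel fluorescence of DMSO control wells; lower ratio means ABCB6 inhibition with less porphyrin fluorescence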
# N-glyco inh: increase of ERlucT glycosylation luciferase signal, primary screen, N-linked glycosylation inhibitor project, D54 ERlucT cells, luminescence, set 2. AID 588692, 2011. reporter increase, % at 12.5 µM. D54 ERlucT glycosylation luciferase reporter, 24 h; percent of 100 nM tunicamycin response. 360,000 compounds, 0.23% hits;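 active = mean luciferase reporter signal, scaled so untreated is 0 and the glycosylation-blocking control 100, at or above a set limit in every replicate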;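 note: luciferase carries N-glycosylation sites so blocking glycosylation raises the light; 0% = median of neutral control wells and 100% = median of 100 nM tunicamycin wells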
# ABHD5 PLIN5 PPI: ABHD5-PLIN5 interaction inhibitors, primary screen, cell lysate, split luciferase complementation, luminescence; Perilipin-5 (Homo sapiens) + 1-acylglycerol-3-phosphate O-acyltransferase ABHD5 (Homo …; Split G. princeps luciferase complementation, 4 h; inhibition, % at 4 µM; 360,000 compounds, 0.78% hits; AID 602281, 2012;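 active = inhibition above the mean inhibition across every tested compound plus 3 SD, cut at about 22% in these data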;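 note: 0% = DMSO only wells and the 100% control is not disclosed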
# TLR9-MyD88 inh: inhibitors of TLR9-MyD88 association in cells, primary screen, cell-based, CHO, BLA complementation, fluorescence; Toll-like receptor 9 (Homo sapiens) + Myeloid differentiation primary response protein …; CCF4 FRET ratio; inhibition, % at 4.98 µM; 340,000 compounds, 0.21% hits; AID 504734, 2011;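 active = inhibition above the mean over all tested compounds plus 3 SD, cut at about 21% in these data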;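 note: 0% = DMSO only wells and 100% = clavulanate BLA inhibitor control wells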
# NOD2-RIPK2 inh: NOD2-RIPK2 binding disruptors in cells, primary screen, fluorescence, CHO cells, BLA complementation; Receptor-interacting serine/threonine-protein kinase 2 (Homo sapiens), O43353; CCF4 ratio; inhibition, % at 4.98 µM; 360,000 compounds, 0.38% hits; in the data active = inhibition above about 21%;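 note: 0% = vehicle only and 100% = reference blocker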
# Target sequence (O43353 whole entry, looked up): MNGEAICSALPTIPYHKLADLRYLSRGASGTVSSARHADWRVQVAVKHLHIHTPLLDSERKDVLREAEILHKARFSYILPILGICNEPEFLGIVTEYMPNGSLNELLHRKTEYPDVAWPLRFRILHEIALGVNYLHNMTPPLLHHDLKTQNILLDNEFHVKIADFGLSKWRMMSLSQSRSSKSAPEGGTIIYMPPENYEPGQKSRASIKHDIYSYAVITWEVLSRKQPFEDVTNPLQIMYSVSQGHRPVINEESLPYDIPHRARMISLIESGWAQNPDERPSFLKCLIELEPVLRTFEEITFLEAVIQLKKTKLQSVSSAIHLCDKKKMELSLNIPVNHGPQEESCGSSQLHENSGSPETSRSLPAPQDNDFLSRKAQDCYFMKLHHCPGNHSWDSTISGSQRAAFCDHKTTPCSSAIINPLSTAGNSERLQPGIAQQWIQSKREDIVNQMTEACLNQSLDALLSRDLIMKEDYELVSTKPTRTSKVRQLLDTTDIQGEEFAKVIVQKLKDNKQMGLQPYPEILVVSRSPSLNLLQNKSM
# MC4R antagonist: MC4R antagonists of cAMP signaling, primary screen, cell-based, TR-FRET, antagonist arm of biased-ligand search. AID 540295, 2011. inhibition, % at 6.5 µM. MC4R-expressing cells, MTII-stimulated cAMP, LANCE TR-FRET. 360,000 compounds, 0.48% hits. Melanocortin receptor 4 (Homo sapiens), P32245;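 active = inhibition above its plate's cutoff, the mean of tested wells on that plate plus 3 SD, cut at about 29% in these data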;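 note: 0% = Melanotan II alone and 100% = Melanotan II plus saturating MCL0020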
#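 System: U2OS cells stably expressing human melanocortin 4 receptor (MC4R). Reagent: Melanotan II challenge after compound preincubation. Doses: 6.5 µM. Times: 30-min compound, 1-h challenge, 1-h detection, room temperature. Measured by: TR-FRET with Eu-cAMP and labeled anti-cAMP, 671 nm. Replicates: singlicate.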
# * hit, by the source's call; · = no result given. Not all compounds are listed; count on the stated rates, not on these rows.
SMILES,MC4R ag barr,m5-HT2A agonist,NCOA2 inhibitor,H9c2 protect,ABCB6 inh 2,N-glyco inh,ABHD5 PLIN5 PPI,TLR9-MyD88 inh,NOD2-RIPK2 inh,MC4R antagonist
CC(NCC(O)COCCC12CC3CC(CC(C3)C1)C2)c1ccccc1 (configuration not stated),6.4,2,31,-24,99,-8,11,11,14,-1
COc1cc(NC(=O)C2(C)CCN2C(=O)C(C)C)cc(OC)c1OC (configuration not stated),2.9,-1,-8,2,99,3,-1,·,-5,-1
COCCn1c(N)c(N(Cc2ccccc2)C(=O)c2ccc3ccccc3c2)c(=O)[nH]c1=O,1.4,0,14,4,96,2,4,-2,-4,5
COc1ccc(C(CC(=O)O)N2C(=O)CCC2=O)cc1 (configuration not stated),-1.1,3,-20,1,97,1,2,5,0,14
Cc1cc(NC(=O)c2ccccc2Cl)c(C(C)C)cc1O,-1.8,-8,-8,-1,99,2,4,-4,-1,21
Nc1nc(SCc2ccc3c(c2)OCO3)n[nH]1,0.0,4,-17,0,93,1,2,-1,-6,-3
CC1=CC(C)(C)N2C(=O)C3(C(C#N)=C(N)OC4=C3C(=O)CC(C)(C)C4)c3c(C)c(C)cc1c32 (configuration not stated),-0.3,-3,-14,-2,104,-2,-7,-11,-5,24
COc1ccc(C(=O)Nc2ccccc2N2CCN(C(=O)C(C)C)CC2)cc1Cl,1.9,1,-14,12,94,3,8,-1,-5,4
CCOC(=O)Cc1nn(Cc2nc(-c3ccc(C)cc3)cs2)c(=O)c2ccccc12,6.8,-3,4,-2,99,0,4,-4,5,7
CN(C)c1ccc([N+](=O)[O-])cc1C(=O)NCC(c1ccco1)N(C)C (configuration not stated),1.5,-3,2,1,103,2,1,4,-10,-4
COCCCN=CC1=C(O)CC(C)(C)CC1=O,-0.9,-2,5,0,101,3,-4,12,6,-2
CCO[C@@H]1OC(C(N)=O)=C[C@H](c2ccccc2)[C@H]1CCCO,-2.1,0,7,2,99,1,-1,-4,4,6
NC(=O)c1ccc(NC(=O)COC(=O)CCC2CCCCC2)cc1,1.4,-1,12,-8,98,3,-2,-7,-4,7
CCn1c2ccccc2c2cc(C3C(C#N)=C(N)Oc4n[nH]c(COC)c43)ccc21 (configuration not stated),1.0,-2,30,-6,96,-6,2,4,-5,5
C1CCCCCC2(CCCCC1)OCC(CN1CCOCC1)O2 (configuration not stated),3.7,2,-16,-9,104,-3,-3,-7,-10,11
COc1cc(C(=O)Oc2cccc(C(=S)N3CCOCC3)c2)cc(OC)c1OC,-2.5,3,-8,0,95,1,-3,3,0,10
COC(=O)/C(C#N)=C/c1c(N2CCN(Cc3ccc4c(c3)OCO4)CC2)nc2c(C)cccn2c1=O,-1.7,-3,-4,1,106,2,-7,-10,-12,15
CCCS(=O)(=O)NCCc1cc2ccc(OC)cc2[nH]c1=O,0.8,1,-2,-7,100,1,-5,3,7,7
OCCNc1nc(C2CC2)nc2c1nnn2Cc1ccccc1Cl,2.7,-2,4,-9,100,2,6,2,13,6
CC(CCc1ccccc1)NC(=O)c1ccccc1 (configuration not stated),-0.4,-2,-19,1,95,0,-6,3,5,8
O=C(Cn1cc(C(F)(F)F)cc(Cl)c1=O)NCc1ccc(Cl)cc1Cl,6.7,2,-11,0,93,-1,-3,-8,-1,-2
COC(=O)c1cn(NC(=O)Cc2ccc(OC)c(OC)c2)c(=O)c2ccccc12,2.4,1,-11,-2,89,2,7,1,6,-5
O=C(O)COc1ccccc1/C=C1\SC(=S)N(/N=C/c2ccccc2O)C1=O,-1.2,2,25,0,106,0,4,2,-7,-3
CC1Cc2ccccc2N1S(=O)(=O)c1cccc(C(=O)NCc2ccncc2)c1 (configuration not stated),1.2,-14,29,0,93,-4,-6,-9,-1,5
CCOc1ccc(NC2=NC(C(=O)NCc3ccccc3)CC(=O)N2)cc1 (configuration not stated),0.6,5,-11,9,89,1,2,-10,-3,16
COc1ccc(-c2cn(-c3ccccc3)nc2C(=O)O)cc1OC,-2.2,-3,2,-4,91,3,-14,-7,-17,0
CCOC(=O)c1csc(COc2ccccc2Cl)n1,-1.4,-4,13,-3,100,-2,-10,2,1,-2
COc1cc(OC)cc(C(=O)N[C@H](C(=O)OCc2cc(=O)oc3cc(C)ccc23)C(C)C)c1,-0.3,-1,-1,2,100,0,4,2,-10,2
COc1ccccc1NCC(=O)c1ccc(Cl)cc1,-1.4,-4,8,-8,97,1,6,3,5,12
CNS(=O)(=O)c1ccc2c(c1)[nH]c(=S)n2C,0.6,4,-36,5,96,1,3,2,-11,2

# Shown with values under each structure: 2 of the compounds above.
# Values run as follows: MC4R ag barr, m5-HT2A agonist, NCOA2 inhibitor, H9c2 protect, ABCB6 inh 2, N-glyco inh, ABHD5 PLIN5 PPI, TLR9-MyD88 inh, NOD2-RIPK2 inh, MC4R antagonist
COc1ccc(-c2cn(-c3ccccc3)nc2C(=O)O)cc1OC
    -2.2, -3, 2, -4, 91, 3, -14, -7, -17, 0
CCOC(=O)c1csc(COc2ccccc2Cl)n1
    -1.4, -4, 13, -3, 100, -2, -10, 2, 1, -2

# (next part)
SMILES,MC4R ag barr,m5-HT2A agonist,NCOA2 inhibitor,H9c2 protect,ABCB6 inh 2,N-glyco inh,ABHD5 PLIN5 PPI,TLR9-MyD88 inh,NOD2-RIPK2 inh,MC4R antagonist
CC1CCN(C(=O)C2(NC(=O)Nc3cccc(F)c3)CCCCC2)CC1,-1.2,7,-11,12,101,2,-1,6,-5,1
Nc1nc(N)c2cc(Sc3ccc4ccccc4c3)ccc2n1,4.3,5,14,-17,96,-7,11,·,19,9
CCn1cc(C2C(C(=O)Nc3cc(C)ccn3)=C(C)NC3=C2C(=O)CC(C)(C)C3)c(C)n1 (configuration not stated),0.4,1,-24,-4,98,1,1,-3,-2,7
COC(=O)C1CC(=O)c2ccsc2C1 (configuration not stated),-3.2,0,-10,-4,95,0,4,5,-3,14
O=C(Nc1ccc(Br)cc1Cl)c1ccc2c(=O)n3c(nc2c1)CCC3,8.0,-2,-68,-13,97,2,-6,-5,-2,-6
Cn1nc(C(C)(C)C)cc1C(=O)N1CCCCC1c1cc(C(=O)Nc2ccccc2Cl)no1 (configuration not stated),2.0,0,43,-24,102,-3,-1,·,-13,-9
CC1CN(C(=O)COC(=O)c2cnc(Cl)c(Cl)c2)CC(C)O1 (configuration not stated),-1.1,4,1,-1,105,-1,-5,-4,-14,17
Cc1c(NS(=O)(=O)c2cccc(C(=O)NCc3ccco3)c2)c(=O)n(-c2ccccc2)n1C,-0.9,4,14,6,94,2,25*,-15,0,1
COc1ccc(OC)c(NC(=O)CSc2ccc3nnc(-c4cccnc4)n3n2)c1,-1.5,-1,-3,-1,100,7,-4,5,0,-7
O=C1N(c2ccccc2)C2CS(=O)(=O)CC2N1c1ccc(Cl)c(Cl)c1 (configuration not stated),-0.2,-6,-7,1,97,0,6,1,1,12
CCOc1ccc(Cl)cc1CSc1n[nH]c(C)n1,0.7,1,-23,-14,99,-1,-7,·,-11,-1
CCCCN1C(=O)C(CC(=O)NCCN2CCOCC2)CC(C(=O)N(CC)CC)=C1C (configuration not stated),1.7,-1,-2,-1,99,2,-2,-3,2,13
CN(C)CCCN1c2ccccc2Sc2ccc3ccccc3c21,-0.6,-10,-13,-9,97,0,13,2,16,-4
COc1cc2c(cc1OC)C(C)N(C(=O)C1=NN(c3cccc(C)c3)C(=O)CC1)CC2 (configuration not stated),-2.8,-5,14,-2,107,1,-9,-14,-9,6
N#Cc1ccc(-c2cccnc2)nc1SCC(=O)c1ccccc1,11*,0,-29,6,122,-8,4,21*,14,8
CN(C)/C=C/C(=O)c1cc(N2CCOCC2)ccc1[N+](=O)[O-],-1.3,-3,4,2,99,2,4,0,2,11
Cc1ccc(O)c(NC(=S)NC(=O)c2ccccc2Cl)c1,-0.8,-3,-30,-4,99,-1,-4,11,0,9
O=C(COC(=O)Cc1ccc(Cl)c(Cl)c1)NCCc1ccccc1,-0.3,6,-13,-8,95,0,5,1,3,4
CCN(C(=O)c1cc(S(=O)(=O)N2CCOCC2)cn1C)c1cccc(C)c1,1.0,0,-11,-3,101,1,-7,4,-8,5
COc1ccccc1-n1c(-c2cc(-c3ccc(F)cc3)n[nH]2)n[nH]c1=S,-2.0,-3,-13,4,102,5,-13,-9,-5,2
CCCCc1nc2sc3c(SCCN(C)C)ncnc3c2c2c1CCC2,-1.4,-4,-22,-4,101,-8,6,-12,3,10

# Among those listed so far, 7 contain an NH in an aromatic ring:
SMILES,MC4R ag barr,m5-HT2A agonist,NCOA2 inhibitor,H9c2 protect,ABCB6 inh 2,N-glyco inh,ABHD5 PLIN5 PPI,TLR9-MyD88 inh,NOD2-RIPK2 inh,MC4R antagonist
COCCn1c(N)c(N(Cc2ccccc2)C(=O)c2ccc3ccccc3c2)c(=O)[nH]c1=O,1.4,0,14,4,96,2,4,-2,-4,5
Nc1nc(SCc2ccc3c(c2)OCO3)n[nH]1,0.0,4,-17,0,93,1,2,-1,-6,-3
CCn1c2ccccc2c2cc(C3C(C#N)=C(N)Oc4n[nH]c(COC)c43)ccc21 (configuration not stated),1.0,-2,30,-6,96,-6,2,4,-5,5
CCCS(=O)(=O)NCCc1cc2ccc(OC)cc2[nH]c1=O,0.8,1,-2,-7,100,1,-5,3,7,7
CNS(=O)(=O)c1ccc2c(c1)[nH]c(=S)n2C,0.6,4,-36,5,96,1,3,2,-11,2
CCOc1ccc(Cl)cc1CSc1n[nH]c(C)n1,0.7,1,-23,-14,99,-1,-7,·,-11,-1
COc1ccccc1-n1c(-c2cc(-c3ccc(F)cc3)n[nH]2)n[nH]c1=S,-2.0,-3,-13,4,102,5,-13,-9,-5,2
